TAG inh – inhibitors of triacylglycerol accumulation, primary screen, cell-based, uHTS, fluorescence, H9c2; H9c2 cells, Nile Red lipid (TAG) fluorescence; cells loaded with 200 µM oleic acid; inhibition, % at 12.5 µM; 0.66% of 230,000 active; AID 651582, 2012;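 active means pattern-corrected inhibition of lipid staining of at least 50% with the nuclear-stain viability signal not falling by more than 50%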;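 further: 0% = DMSO wells and 100% = triacsin C control wells; some results filed as inactive read as strong as hits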
TAG inh DAPI viability – further read-out of TAG inh, marked with its call; DAPI nuclei signal change (viability), lower = more cytotoxic, %;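 whole-well DAPI fluorescence read on a plate reader as a viability signal; minus 50 percent equals half of cells still viable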
* marks the source's active call; other numbers are inactive results. The list is partial, so the mix of outcomes need not match the whole.

The first 4 compounds (preview)
SMILES	TAG inh	TAG inh DAPI viability
COC(=O)CSCC(=O)Nc1cc2c(cc1C(C)=O)OCO2	2	-3
C=CC[C@H](CC(=O)OC(C)(C)C)C(=O)OC[C@H]1CCCN1C(=O)[C@H](CC=C)CC(=O)NCCO	0	-8
NS(=O)(=O)c1ccc(CCNC(=O)CNC(=O)c2ccc(Br)o2)cc1	11	-5
Cc1cc(C)nc(SCc2csc(N)n2)n1	-3	2

All compounds of this part, from the start:
SMILES	TAG inh	TAG inh DAPI viability
COC(=O)CSCC(=O)Nc1cc2c(cc1C(C)=O)OCO2	2	-3
C=CC[C@H](CC(=O)OC(C)(C)C)C(=O)OC[C@H]1CCCN1C(=O)[C@H](CC=C)CC(=O)NCCO	0	-8
NS(=O)(=O)c1ccc(CCNC(=O)CNC(=O)c2ccc(Br)o2)cc1	11	-5
Cc1cc(C)nc(SCc2csc(N)n2)n1	-3	2
O=C(CN(Cc1ccccc1)S(=O)(=O)c1ccc(F)cc1)NCc1cccnc1	5	-5
COc1ccc(C(=O)Nc2oc(-c3ccccc3)c(-c3ccccc3)c2C#N)cc1	5	8
CCN(C(=O)COC(=O)c1cc(-c2ccc(C)o2)nc2ccccc12)C1CCS(=O)(=O)C1 (configuration not stated)	9	3
O=C(O)c1ccccc1C(=O)N1CCN(c2ccccc2)CC1	-19	15
CN(Cc1ccco1)c1ncnc2ccc(-c3ccc4c(ccn4C)c3)cc12	11	-10
Cc1[nH]c(=O)[nH]c(=O)c1CSCC(=O)OCC(=O)Nc1ccccn1	-11	2
O=C(C1CC(=O)N(c2ccccc2)C1)N1CCC(c2nc3ccccc3[nH]2)CC1 (configuration not stated)	14	-4
CCOC(=O)c1ccc(NC(=O)C2=C(C)Nc3nc(CCCO)nn3C2c2ccc(OC)cc2)cc1 (configuration not stated)	8	-12
COc1ccc(C2=NOC(C(=O)Nc3cc(C)on3)C2)cc1 (configuration not stated)	8	0
CCc1c(O)c(-c2ccccc2)c(=O)n(-c2ccccn2)c1-c1ccccc1	-1	3
O=C(CCCCCN1C(=O)c2ccccc2C1=O)Nc1ccc(F)cc1	5	-12
O=C(c1ccc([N+](=O)[O-])cc1)N(c1ccccn1)c1ccccn1	-2	6
O=C(Cc1ccc(Br)cc1)N(Cc1ccccc1)c1ccccn1	-1	-17
Cc1ccc(NC(=O)c2ccc(C)cc2)cc1	-5	4
CCCCNS(=O)(=O)c1ccc2nc(-c3cccnc3)cc(C(=O)NC(C)CC)c2c1 (configuration not stated)	19	-22
COc1ccc(CCNC(=O)c2c(O)c3cc(OC)c(OC)cc3[nH]c2=O)cc1OC	8	-7
O=C(CCc1ccccc1)NN1C(=O)C2C3C=CC(O3)C2C1=O (configuration not stated)	-5	-6
COc1cccc(C(=O)NNC(=O)/C=C/c2ccccc2)c1	2	-9
Cc1ccc2nc(N(CCCN(C)C)C(=O)COc3ccc(Cl)cc3)sc2c1	25	-6
CNC(=O)c1ccccc1NC(=O)c1c(O)c2c([nH]c1=O)CCCC2	-14	1
COc1ccc(/C=C\C(=O)O[C@@H]2C(O)C(O[C@@H]3OC(C)[C@H](O[C@@H]4OCC(O[C@H]5O[C@H](CO)[C@@H](O)C(O)C5O)C(O)C4O)C(O)C3O)[C@H](OC(=O)[C@]34CCC(C)(C)C[C@@H]3C3=CCC5[C@@]6(C)CC(O)C(O[C@@H]7OC(CO)C(O)[C@H](O)[C@H]7O)[C@@](C)(C(=O)O)C6CC[C@@]5(C)[C@]3(CO)CC4)O[C@H]2C)cc1 (some centres not stated)	-24	0

(cont.)
SMILES	TAG inh	TAG inh DAPI viability
Cc1nc2c([N+](=O)[O-])c(C)c(C)cc2[nH]1	16	-13
C[C@H](CO)N1C[C@H](C)[C@@H](CN(C)S(=O)(=O)c2ccccc2)Oc2ccc(NC(=O)Nc3ccccc3)cc2C1=O	7	0
O=S(=O)(c1ccc(SCc2ccccc2F)nc1)N1CCCC1	8	-2
CCN1CCN(c2c(C(=O)c3ccc(OC)cc3)cnc3ccccc23)CC1	-16	0
S=c1[nH]ncn1/N=C/c1cccc(Oc2ccccc2)c1	-10	-3
COc1ccc(-c2[nH]nc3oc(=O)c(CCO)c(C)c23)cc1	-9	-2
CC(C)NC(=O)c1cc2c(s1)CCCC2	-1	3
CC1(C(=O)O)CCN1C(=O)c1cccnc1Oc1ccccc1 (configuration not stated)	-10	1
COc1cc(F)ccc1-c1csc(C(C)(NC(C)=O)c2ccccc2)n1 (configuration not stated)	-24	4
COc1ccc(-n2c(Cn3c(=O)sc4ccccc43)nnc2SCC(N)=O)cc1	11	-15
Cc1ccc(C(=O)NC(=S)Nc2ccc(-c3cc4ccccc4oc3=O)cc2)c(C)c1	-4	5
COC(=O)[C@@]12CCCCN1[C@H](c1ccc(-c3ccc(C(C)=O)cc3)cc1)[C@@H]1C(=O)N(C)C(=O)[C@@H]12	-17	-7
COc1ccc(OC)c(Nc2cc3ccccc3c(=O)[nH]2)c1	28	6
COc1ccc(CNc2nnnn2C)cc1	-4	-4
CC(Oc1ccc(F)cc1)C(=O)/C=C\N(C)C (configuration not stated)	-17	15
CS(=O)(=O)c1ccc(Cl)c(NC(=O)CN2CCN(C(=O)c3cccs3)CC2)c1	22	-13
O=C(C[C@@H]1C/C=C\C[C@@H](Cc2ccc(F)cc2)C(=O)OC[C@@H](Cc2ccccc2)NC1=O)N[C@H](CO)Cc1ccccc1	10	-14
COc1cc(C(=O)N/N=C/c2coc3ccc(Cl)cc3c2=O)ccc1O	1	-1
Cc1cccnc1NC(=O)c1cccc(S(=O)(=O)N2CCCC2)c1	-7	-4
COc1cc(OC)cc(C(=O)OCc2ccc([N+](=O)[O-])cc2)c1	-5	12
CC(C)c1nnc(NC(=O)c2cc3cc(Br)ccc3oc2=O)s1	3	0
CCNC(=O)COC(=O)c1[nH]c(C)c(C(=O)OC)c1C	-1	2
CSc1ccc(-c2nnn(Cc3ccc(Br)cc3)n2)cc1	-27	-7
CN1C=CC=C/C1=C1\SC(=S)N(Cc2ccccc2)C1=O	8	-11
CCCCOc1ccc2c(c1)C(=O)c1cc(O)ccc1-2	11	-16

An excerpt of these results, with values under each structure.
The line under a structure holds: TAG inh, TAG inh DAPI viability
> Cc1ccc(C(=O)NC(=S)Nc2ccc(-c3cc4ccccc4oc3=O)cc2)c(C)c1
 : -4, 5
> Cc1nc2c([N+](=O)[O-])c(C)c(C)cc2[nH]1
 : 16, -13

Later entries.
SMILES	TAG inh	TAG inh DAPI viability
O=C1CC(Nc2ccccc2)C(=O)N1CCc1ccccc1 (configuration not stated)	8	-15
COc1cc(OC)cc(-c2c(C#Cc3ccsc3)c3cc(-c4ccc(OC)c(F)c4)ccc3n2C)c1	11	111
COc1ccc(CN2CCN(C(=O)c3ccc(S(=O)(=O)NCc4ccco4)cc3)CC2)cc1	11	-3
O=C(NCCN1C(=O)S/C(=C\c2cccnc2)C1=O)c1cccc(OC(F)F)c1	-1	5
COc1ccc(NC(=O)/C(C#N)=C/c2ccc(Sc3nncn3C)c([N+](=O)[O-])c2)cc1	7	-10
Cc1cccc(N2CCN(C(=O)c3cnn4c(C(F)F)cc(-c5ccccc5)nc34)CC2)c1C	-12	3
COc1cc2c3c(c1)C(C)CC(C)(C)N3C(=O)C2=O (configuration not stated)	27	-24
COc1ccc(NC(=O)COc2ccc(C(=O)OCC(=O)N(C(C)C)C(C)C)cc2OC)cc1	11	-4
CC(=O)c1ccc(NC(=O)COc2ccc3c(c2)OCO3)cc1	-26	0
O=C1C[C@H]2CCCCC(=O)N3CC[C@@H](C1)[C@@H]23	11	0
O=C(c1ccccc1)N1CCN(c2nc3ccc([N+](=O)[O-])cc3s2)CC1	-15	8
COc1ccccc1/C=C(/CC(=O)NCc1ccc2c(c1)OCO2)c1nc2ccccc2s1	-14	2
O=C(CSc1ccccc1C(=O)O)NCc1ccco1	-13	3
COC(=O)c1ccccc1NC(=S)N1CCC(N2CCCCC2)CC1	13	2
O=C(O)c1ccc(NC(=O)c2ccc(Cl)cc2)c(NC(=O)c2ccc(Cl)cc2)c1	-4	0
Cc1c(C=O)c2ccccc2n1CCOc1ccccc1	1	-4
COc1ccc(CCNC(=O)c2oc3ccccc3c2C)cc1	4	1
c1ccc2c(c1)CCN(c1nc3cc4c(cc3s1)OCO4)C2	3	-5
COc1cc(/C=N/Nc2ccc(C)cc2)cc(Br)c1O	-15	10
Cc1ccccc1C(=O)Nc1nc(-c2cccnc2)cs1	3	2
CN1CCN(c2ccc(NC(=O)c3cccc(OCc4ccccc4)c3)cc2)CC1	26	10
COc1ccc(C2Nc3ccccc3C(=O)N2NC(C)=O)cc1OC (configuration not stated)	9	2
c1cnc2ccc(C(c3nnnn3C3CCCCC3)N3CCN(C4CCCCC4)CC3)cc2c1 (configuration not stated)	25	-15
COCCCN(C(=S)Nc1ccc(OC)cc1)C(C)c1ccncc1 (configuration not stated)	-1	-4
CC(C)(C)c1ccc(S(=O)(=O)NC(=O)C2(C)CCN2C(=O)Cc2ccccc2Cl)cc1 (configuration not stated)	16	2

Quoted at random: six entries already listed, in no set order.
SMILES	TAG inh	TAG inh DAPI viability
COc1cc(/C=N/Nc2ccc(C)cc2)cc(Br)c1O	-15	10
COCCCN(C(=S)Nc1ccc(OC)cc1)C(C)c1ccncc1 (configuration not stated)	-1	-4
COc1ccc(CCNC(=O)c2oc3ccccc3c2C)cc1	4	1
O=C(O)c1ccc(NC(=O)c2ccc(Cl)cc2)c(NC(=O)c2ccc(Cl)cc2)c1	-4	0
O=C(NCCN1C(=O)S/C(=C\c2cccnc2)C1=O)c1cccc(OC(F)F)c1	-1	5
COc1cc2c3c(c1)C(C)CC(C)(C)N3C(=O)C2=O (configuration not stated)	27	-24

Single entries from the list:
In TAG inh, COc1ccc(CN2CCN(C(=O)c3ccc(S(=O)(=O)NCc4ccco4)cc3)CC2)cc1 is listed with 11
In TAG inh, c1ccc2c(c1)CCN(c1nc3cc4c(cc3s1)OCO4)C2 is listed with 3

Following part
SMILES	TAG inh	TAG inh DAPI viability
CC(=O)Nc1ccc(NC(=O)COC(=O)c2ccc([N+](=O)[O-])o2)cc1	14	3
COc1ccc([N+](=O)[O-])cc1NC(=O)CCN1CCN(CCO)CC1	5	-1
CCN1CCCC1CNC(=O)Cn1cc(C)c(=O)[nH]c1=O (configuration not stated)	-13	5
Cc1c(NC(=O)c2nn(C(C)C)c(=O)c3ccccc23)c(=O)n(-c2ccccc2)n1C	5	6
CCN(C(=O)C=Cc1ccco1)c1ccccc1	3	-2
CCOC(=O)c1cc2c(c(-c3ccccc3)n1)[C@@H](CCO)N(S(=O)(=O)C(C)(C)C)C2	0	-4
CCn1ccnc1CN(C)Cc1cn(-c2cc(C)ccc2C)nc1-c1ccccc1	10	13
OC(c1cccc(Cl)c1)c1ncc(-c2ccccc2Cl)[nH]1 (configuration not stated)	-3	0
CC1(C(=O)NS(=O)(=O)c2ccccc2)CCN1C(=O)CC1CC1 (configuration not stated)	-4	7
Cc1ccc(F)cc1NC(=O)C12CC3CC(C1)CC(n1cnc([N+](=O)[O-])n1)(C3)C2	-17	2
O=C(OCC(=O)N1CCCCCC1)c1cccc(Cl)c1Cl	1	-3
O=C(CSc1nnc(-c2ccccc2)c(-c2ccccc2)n1)NCc1ccco1	4	9
Cc1cccn2cc(CCNS(=O)(=O)c3ccc([N+](=O)[O-])cc3)nc12	-2	-3
COc1ccc(NC(=O)N(O)C2(C#N)CCCCC2)cc1	-3	-1
CCC1NC(=O)c2cccnc2-n2c1nc1cc(OC)c(OC)cc1c2=O (configuration not stated)	1	-4
CCCCCCCCNc1ccccc1S(=O)(=O)NCc1ccccc1	-69	5
C=CCn1c(C(C)NC(=O)COC)nc2ccccc21 (configuration not stated)	0	7
Cc1ccccc1NC(=O)CSC(=O)c1ccccc1	1	-1
Cc1[nH]n(C2=NCCS2)c(=O)c1N=Nc1cccc(C(F)(F)F)c1	17	-13
O=C(COC(=O)c1ccc(NS(=O)(=O)c2cccs2)cc1O)Nc1nc2ccccc2s1	-6	10
CC(=O)Nc1sc2c(c1C#N)CCCC2	-5	18
Nc1cc(C(=O)OCC(=O)NNC(=O)c2cccs2)ccc1Cl	-17	3
C=CCNc1nc(NCc2ccccc2)nc(OCC)n1	-2	-4
OC(COC(c1ccccc1)c1ccccc1)CN1CCc2ccccc2C1 (configuration not stated)	-13	21
Cc1c(NC(=O)c2ccc(N(C)S(C)(=O)=O)cc2)c(=O)n(-c2ccccc2)n1C	9	-7

The list goes on:
SMILES	TAG inh	TAG inh DAPI viability
CCn1c(CCNC(=O)c2ccc(F)cc2)nc2ccccc21	5	-3
COc1ccc(C2(C(=O)NC3CCCCC3)CCOCC2)cc1OC	-13	-3
O=C(CSCc1ccccc1)Nc1ccc(F)c(F)c1	-11	4
CCOC(=O)CSc1nc2ccccc2c(=O)[nH]1	16	-6
CC(=O)c1c(O)cc(=O)n(-c2ccccc2)c1-c1ccc(C)cc1	-11	-14
COc1cc(C(=O)N2CCCCCCC2)ccc1OC1CCN(C(C)=O)CC1	2	-1
O=C(Nc1ccc(-n2ccnc2P(=O)(O)c2ccccc2)cc1)c1ccccc1Br	-8	0
CCCC1(C(=O)OC)NC(c2ccco2)C2C(=O)N(C)C(=O)C21 (configuration not stated)	3	3
CCNc1ccc(S(=O)(=O)N(C)C)cc1NCC(=O)Nc1ccccc1Cl	-1	-1
O=C1CCCc2nn(-c3ccccc3)nc21	-2	2
CCOC(=O)C1CCN(C(=O)c2oc3ccc(S(=O)(=O)N4CC(C)CC(C)C4)cc3c2C)CC1 (configuration not stated)	10	4
COc1ccc(Br)cc1CN1CCN(c2ncccn2)CC1	-2	-2
CCSc1nnc(-c2cnn(-c3ccccc3)c2-n2cccc2)n1C	0	5
O=C(CSc1nnc(-c2ccncc2)n1CC1CCCO1)Nc1ccccc1Cl (configuration not stated)	13	2
CC1=C(C(=O)OCc2ccccc2)C(c2ccc(Cl)cc2)NC(=O)N1C (configuration not stated)	-5	4

Compound activity (PubChem BioAssay)
